Ba/F3 V617F tox: reduce viability of Ba/F3 cells dependent on JAK2V617F | 1.1% of 220,000 active | Ba/F3 EpoR-JAK2V617F viability, ATP luminescence | inhibition, % at 5.6 µM;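 active means inhibition above the campaign mean plus 3 SD over all tested compounds, cut at about 24% in these data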;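 further: cytokine-independent growth of Ba/F3 cells driven by EpoR plus mutant JAK2; 0% = DMSO-treated cells and 100% = JAK inhibitor I control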
NPY Y1 blocker: antagonists of human neuropeptide Y receptor Y1; AID 1040; 1% of 200,000 active; inhibition, % at 3.6 µM; HEK293-CNG Y1 cells, membrane potential fluorescence; NPY at EC95, then isoproterenol;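 active means inhibition above the campaign mean inhibition of all tested compounds plus 3 SD, cut at about 20% in these data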;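 further: 0% = DMSO wells given NPY plus isoproterenol and 100% = isoproterenol alone without NPY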
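Material: HEK293 Y1/CNG channel cell line | Also added: NPY (25 nM), isoproterenol (1 µM), Ro 20-1724 (25 µM) | Compound: One concentration, 3.6 µM, in 0.4% DMSO | Schedule: 3 h dye uptake, 1 h room-temperature compound, 45 min post-isoproterenol | Signal: Membrane-potential fluorescent dye readout | Read-out: % inhibition of NPY effect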
NPY-Y2 PAM-ag: potentiators or agonists of human neuropeptide Y receptor Y2; cells expressing NPY-Y2, potentiator/agonist read-out; activation, % at 3.6 µM; 0.45% of 220,000 active; in the data active means activation above about 27%;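 further: cells stimulated with NPY near EC25 plus isoproterenol at EC100; 0% = vehicle plus submaximal agonist and 100% = vehicle plus saturating agonist; some results beyond the cut were filed as inactive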
Target sequence (P49146 whole entry, looked up): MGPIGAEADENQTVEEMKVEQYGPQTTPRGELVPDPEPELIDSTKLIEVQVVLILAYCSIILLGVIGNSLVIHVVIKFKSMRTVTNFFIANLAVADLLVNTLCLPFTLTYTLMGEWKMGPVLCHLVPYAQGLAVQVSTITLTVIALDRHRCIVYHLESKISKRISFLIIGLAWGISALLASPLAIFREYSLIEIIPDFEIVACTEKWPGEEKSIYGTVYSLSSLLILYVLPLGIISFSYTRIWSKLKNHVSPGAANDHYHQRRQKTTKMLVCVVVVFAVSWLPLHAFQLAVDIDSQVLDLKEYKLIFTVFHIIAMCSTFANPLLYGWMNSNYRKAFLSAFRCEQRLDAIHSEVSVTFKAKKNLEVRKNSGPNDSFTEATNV
RBBP9 inh: inhibitors of human serine hydrolase RBBP9; O75884; recombinant RBBP9, FP-Rh probe fluorescence polarization; inhibition, % at 7.94 µM; AID 1515; 0.2% of 220,000 active;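 active means inhibition above the campaign mean of all tested compounds plus 3 SD, cut at about 14% in these data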;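 further: plate controls were DMSO wells with RBBP9 for no effect and wells lacking RBBP9 protein for full effect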
Target sequence (O75884 whole entry, looked up): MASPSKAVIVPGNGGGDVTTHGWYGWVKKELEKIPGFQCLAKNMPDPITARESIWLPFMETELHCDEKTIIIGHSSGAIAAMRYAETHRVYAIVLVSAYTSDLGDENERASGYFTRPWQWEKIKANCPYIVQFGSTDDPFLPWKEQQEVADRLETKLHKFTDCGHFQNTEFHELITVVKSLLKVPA
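System: RBBP9 protein / Quantity: 2.5 µM RBBP9 dispensing solution, before mixing / Also added: Serine-hydrolase probe FP-Rh, 375 nM pre-mixing / Dosing: 7.94 µM single dose, 0.794% DMSO / Timing: enzyme-compound preincubation 30 min, then probe labeling 45 min, 25 °C / Signal: FP readout at 525/598 nm / Controls: DMSO-treated enzyme wells and wells lacking RBBP9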
NPY-Y1 PAM-ag: human NPY-Y1 potentiation or agonism, primary screen; NPY-Y1 expressing cells, potentiator/agonist activation; activation, % at 3.6 µM; 0.37% of 220,000 active; AID 1304; in the data active means activation above about 33%, passing the limit was not always enough;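 further: cells stimulated with NPY at EC10 then isoproterenol at EC100; 0% = low agonist plus stimulus and 100% = saturating agonist plus stimulus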
Runt-CBFb FRET: Runt domain-CBFb interaction inhibition. Cerulean-Runt/Venus-CBFb FRET ratio 530/480, 1 h. Q01196+Q13951. AID 1496. 0.46% of 220,000 active. inhibition, % at 20 µM;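 active means inhibition over about 50% at 20 µM in the single-dose screen, limit read from the data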;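 further: 0% = DMSO wells and 100% = excess unlabeled CBFb competitor control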
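System: Cerulean-labeled Runt domain protein | Quantity: 100 nM of each labeled protein | Schedule: 1 h compound exposure, room temperature | Detection: Fluorescence energy transfer, 422 nm excitation, 530/480 nm emission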
S1P4 antag: human S1P4 receptor antagonism; O95977; S1P4-expressing cells, antagonist mode, reporter read-out; inhibition, % at 4.98 µM; 0.26% of 220,000 active; AID 1510; in the data active means inhibition above about 29%;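 further: 0% = wells stimulated with agonist and 100% = vehicle wells without agonist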
Target sequence (O95977 whole entry, looked up): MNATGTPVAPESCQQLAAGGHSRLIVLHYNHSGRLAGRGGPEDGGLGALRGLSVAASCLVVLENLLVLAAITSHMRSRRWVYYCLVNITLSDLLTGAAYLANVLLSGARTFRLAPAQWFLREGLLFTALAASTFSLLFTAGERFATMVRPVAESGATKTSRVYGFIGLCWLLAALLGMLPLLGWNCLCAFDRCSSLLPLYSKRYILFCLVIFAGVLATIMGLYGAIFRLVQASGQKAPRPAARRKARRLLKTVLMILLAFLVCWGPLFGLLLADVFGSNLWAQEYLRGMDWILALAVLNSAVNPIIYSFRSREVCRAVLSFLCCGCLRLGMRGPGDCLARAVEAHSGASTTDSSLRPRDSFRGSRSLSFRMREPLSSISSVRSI
S1P4 ag: agonists of human S1P4 receptor. S1P4-expressing cell line, agonist reporter assay. activation, % at 4.98 µM. 0.35% of 220,000 active. AID 1509; in the data active means activation above about 11%;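 further: 0% = DMSO vehicle and 100% = reference agonist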
BaF3 tox: parental Ba/F3 viability inhibition as JAK2V617F counter-screen. CellTiter-Glo ATP luminescence. inhibition, % at 5.6 µM. 1.1% of 220,000 active. AID 1486;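 active means inhibition above a per-campaign cutoff, the mean inhibition of all tested compounds plus 3 SD, cut at about 27% in these data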;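 further: 0% = DMSO wells and 100% = JAK Inhibitor I control wells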
An asterisk follows results filed as active; . = no result given.

(1) CCOC(=O)CSc1nnc(Cn2c(=O)sc3ccccc32)n1-c1ccccc1C
(2) CCC1(NC(C)=O)CC2CC1CC2NC(C)=O (configuration not stated)
(3) Cc1nn(Cc2ccc(Cl)cc2Cl)c(Cl)c1/C=C/C(=O)OCC(=O)NCC(F)(F)F
(4) C=CCN1C2CCCC1CC(NC(=O)Nc1cc(C)cc(C)c1)C2 (configuration not stated)
(5) c1ccc(N2CCN(c3cnccn3)CC2)nc1
(6) CCOC(=O)N1CCN(Cc2cc(Cl)c3cccnc3c2O)CC1

Compound	1	2	3	4	5	6
S1P4 antag	-20	-31	4	-12	8	5
NPY-Y2 PAM-ag	11	12	-3	-19	8	0
RBBP9 inh	-7	0	7	-3	3	0
NPY-Y1 PAM-ag	3	-37	-5	0	4	3
Runt-CBFb FRET	0	2	0	2	-2	4
BaF3 tox	3	1	6	9	3	10
S1P4 ag	0.8	-1.1	-4.2	-0.1	-0.3	1.8
Ba/F3 V617F tox	-1	0	-2	7	-2	3
NPY Y1 blocker	-5	-4	1	0	1	-4

(7) CC(C)(C)c1ccc(OCC(=O)NCc2ccco2)c(Br)c1
(8) O=c1[nH]n(CC2COC3(CCCCC3)O2)c(=O)c2ccccc12 (configuration not stated)
(9) N#Cc1ccccc1OCCN1C(=O)c2ccccc2C1=O
(10) CC(C)(C)C(=O)N(Cc1nc2ccccc2c(=O)[nH]1)Cc1cccs1
(11) O=c1cc(CSc2ccccc2)nc(-c2ccncc2)[nH]1
(12) NNC(=O)Cn1c(-c2nonc2N)nc2ccccc21

Compound	7	8	9	10	11	12
S1P4 antag	-20	4	1	-6	-19	-10
NPY-Y2 PAM-ag	8	-17	3	-14	1	-10
RBBP9 inh	-4	-5	-1	-10	0	2
NPY-Y1 PAM-ag	-5	-55	21	-12	-10	-19
Runt-CBFb FRET	8	-1	-2	2	-1	-3
BaF3 tox	2	1	-1	-1	2	5
S1P4 ag	0.4	1.4	-3.1	0.9	0.4	2.8
Ba/F3 V617F tox	-3	-1	-2	-3	-3	-1
NPY Y1 blocker	-7	7	0	9	15	-1

(13) CCOC(=O)c1[nH]c(C)c(/C(O)=C2\C(=O)C(=O)N(CCCN(C)C)C2c2cccnc2)c1C (configuration not stated)
(14) CC1CCN(C(=O)/C(=C/c2ccccc2Cl)c2ccccc2)CC1
(15) CCN1CCCC1CN=Cc1c(O)n(-c2ccccc2)c(=O)c2ccccc12 (configuration not stated)
(16) CCOc1ccc(N2CCc3c(C)nc(SC)nc32)cc1
(17) COc1cc2c(C(=O)N3CCN(Cc4ccc5c(c4)OCO5)CC3)cn(C)c(=O)c2cc1OC
(18) OCCC1CN(Cc2ccc3nsnc3c2)CCN1C1CCCCC1 (configuration not stated)

Compound	13	14	15	16	17	18
S1P4 antag	8	-26	-19	-2	-11	3
NPY-Y2 PAM-ag	-3	-5	-2	5	-1	4
RBBP9 inh	-1	-11	-9	-5	-3	-3
NPY-Y1 PAM-ag	-13	21	2	2	-12	-4
Runt-CBFb FRET	0	-2	1	0	2	1
BaF3 tox	2	2	1	0	10	1
S1P4 ag	1.2	2.0	0.2	-1.2	1.5	-0.3
Ba/F3 V617F tox	-1	-4	-2	-1	6	-1
NPY Y1 blocker	3	11	-8	1	1	-1

(19) O=C(Nc1ccc2cn[nH]c2c1)c1ccc(S(=O)(=O)N2CCOCC2)cc1
(20) Cc1ccc(S(=O)(=O)NCC(=O)OCC(=O)N(Cc2ccccc2)C(C)(C)C)cc1
(21) O=C(O)c1ccc(/C=N/Nc2ncc(C(F)(F)F)cc2Cl)cc1
(22) COc1ccc(Cl)cc1N1C(=O)CC(N2CCc3ccccc32)C1=O (configuration not stated)
(23) CC(Sc1ccccc1)C(=O)Nc1ccc(N2CCOCC2)cc1 (configuration not stated)
(24) CCCCC(=O)Nc1nc2c(OC)cc([N+](=O)[O-])cc2s1

Compound	19	20	21	22	23	24
S1P4 antag	11	-17	0	-1	12	-7
NPY-Y2 PAM-ag	-3	-2	1	1	-6	33*
RBBP9 inh	-9	-7	-11	-12	-4	-3
NPY-Y1 PAM-ag	3	-21	8	-2	-6	39*
Runt-CBFb FRET	1	-3	2	0	2	-1
BaF3 tox	5	1	-2	5	7	5
S1P4 ag	1.4	0.3	0.1	3.8	1.4	1.5
Ba/F3 V617F tox	-3	1	3	3	1	7
NPY Y1 blocker	13	2	.	-7	4	-11

(25) CCn1nc(C(=O)OCc2cccc(S(=O)(=O)N(C)C)c2)c2ccccc2c1=O
(26) CCC(CC)C(=O)c1c[nH]c(C(=O)NCc2ccco2)c1
(27) CN(CC(=O)NCc1cccs1)S(=O)(=O)c1cccc2cccnc12
(28) COC(=O)N/N=C1\CCCc2ccccc21
(29) O=C(CSc1nc(C2CCCCC2)nc2ccccc12)NCc1ccco1
(30) CC1(C)CC(CC(=O)NNc2nc(-c3ccccc3)cs2)C(=O)O1 (configuration not stated)

Compound	25	26	27	28	29	30
S1P4 antag	-12	2	-13	-11	7	-34
NPY-Y2 PAM-ag	-17	-1	-2	4	9	7
RBBP9 inh	-5	-1	-11	-1	-6	-6
NPY-Y1 PAM-ag	6	3	1	-22	1	11
Runt-CBFb FRET	-3	0	1	-1	3	0
BaF3 tox	-2	0	4	7	5	5
S1P4 ag	0.1	-0.6	2.6	1.6	4.2	1.5
Ba/F3 V617F tox	-2	-1	1	-1	-1	4
NPY Y1 blocker	.	0	2	1	-4	0

(31) O=C(COC(=O)C12CC3CC(CC(Br)(C3)C1)C2)Nc1cccnc1Cl
(32) O=C(CSc1nnc(CNC(=O)c2ccco2)o1)c1ccc(Cl)cc1
(33) COc1ccc(-c2nc(C#N)c(N3CCCCCC3)o2)cc1OC
(34) CC1(C)O[C@H]2OC([C@H](O)CON3C(=O)c4ccccc4C3=O)[C@H](O)[C@H]2O1 (some centres not stated)
(35) Cc1ccccc1NS(=O)(=O)c1cc(C(=O)Nc2cccc([N+](=O)[O-])c2)ccc1C
(36) CCOC(=O)c1c(NC(=O)Cn2cc([N+](=O)[O-])cn2)sc2c1CCC2

Compound	31	32	33	34	35	36
S1P4 antag	-2	0	-2	2	5	5
NPY-Y2 PAM-ag	-1	-22	-3	-1	14	-2
RBBP9 inh	-11	-2	-6	-5	-40	-7
NPY-Y1 PAM-ag	10	20	-42	-4	12	21
Runt-CBFb FRET	0	-1	-7	-1	1	-3
BaF3 tox	7	4	7	-2	5	3
S1P4 ag	0.9	1.8	-1.2	0.9	-0.4	-2.4
Ba/F3 V617F tox	-3	-2	1	-3	2	6
NPY Y1 blocker	4	-2	16	0	3	6

(37) CC1=C(C(=O)Nc2ccccc2)C(c2ccco2)C(C#N)=C(SCC(=O)Nc2cccc(C)c2C)N1 (configuration not stated)
(38) CCc1ccccc1NC(=O)CSc1nc2c(c(-c3ccco3)c1C#N)CCCC2
(39) CCC1(c2ccc(Cl)cc2)NC(=S)N(c2ccc(C)cc2)N1 (configuration not stated)
(40) CCCCNC(NCCCC)=C(S(=O)(=O)CC)S(=O)(=O)CC
(41) CCN(CC)S(=O)(=O)c1cccc(C(=O)N[C@H](C(=O)Nc2nc3ccccc3s2)C(C)C)c1
(42) N#Cc1c(NC2CCCCC2)nc(-c2ccco2)c2c1CCCC2

Compound	37	38	39	40	41	42
S1P4 antag	-7	-12	-12	1	-5	-7
NPY-Y2 PAM-ag	0	7	-2	16	-6	-13
RBBP9 inh	0	-5	7	-6	-5	-1
NPY-Y1 PAM-ag	-16	7	14	4	-15	-7
Runt-CBFb FRET	0	-2	8	-2	-3	2
BaF3 tox	2	5	5	8	5	6
S1P4 ag	0.1	1.0	1.8	1.6	-1.7	0.7
Ba/F3 V617F tox	-1	-4	0	0	4	-2
NPY Y1 blocker	7	5	5	-2	8	2

Profiles as entered above. Values in the order: S1P4 antag | NPY-Y2 PAM-ag | RBBP9 inh | NPY-Y1 PAM-ag | Runt-CBFb FRET | BaF3 tox | S1P4 ag | Ba/F3 V617F tox | NPY Y1 blocker
Results for `CCC1(c2ccc(Cl)cc2)NC(=S)N(c2ccc(C)cc2)N1` (configuration not stated) : -12 | -2 | 7 | 14 | 8 | 5 | 1.8 | 0 | 5
Results for `CCCCNC(NCCCC)=C(S(=O)(=O)CC)S(=O)(=O)CC` : 1 | 16 | -6 | 4 | -2 | 8 | 1.6 | 0 | -2
Results for `CCc1ccccc1NC(=O)CSc1nc2c(c(-c3ccco3)c1C#N)CCCC2` : -12 | 7 | -5 | 7 | -2 | 5 | 1.0 | -4 | 5

Entries above marked active in NPY-Y1 PAM-ag:
nr	SMILES	S1P4 antag	NPY-Y2 PAM-ag	RBBP9 inh	NPY-Y1 PAM-ag	Runt-CBFb FRET	S1P4 ag	NPY Y1 blocker
24	CCCCC(=O)Nc1nc2c(OC)cc([N+](=O)[O-])cc2s1	-7	33*	-3	39*	-1	1.5	-11

(continued)
(43) O=C(CSc1nc2cc(Cl)ccc2s1)Nc1cccc(S(=O)(=O)N2CCOCC2)c1
(44) CSc1nc2c(cc1C#N)C(=O)CC(C)(C)C2
(45) Cc1cccc(S(=O)(=O)Nc2cccc(-c3cn4ccsc4n3)c2)c1
(46) N/C(Cc1ccc(Cl)cc1Cl)=N\OC(=O)c1ccc(Br)o1
(47) Cn1nc(C(=O)OCC(=O)Nc2ccc3ccccc3c2)c2ccccc2c1=O
(48) COc1cc(S(=O)(=O)Nc2ccccc2C)ccc1Cl
(49) Cc1cc(NC(=O)CSc2nnc(Cc3ccccc3)n2C)no1
(50) Cc1c(C(=O)Nc2ccncc2)oc2ccccc12

Compound	43	44	45	46	47	48	49	50
S1P4 antag	-16	-11	-4	-4	-7	-19	5	-2
NPY-Y2 PAM-ag	9	-3	-5	-3	5	21	-4	-13
RBBP9 inh	-19	-7	-9	-7	-5	3	1	-7
NPY-Y1 PAM-ag	-7	13	-5	21	9	28	2	-27
Runt-CBFb FRET	1	0	1	-2	-8	-2	0	2
BaF3 tox	6	5	3	2	5	2	2	4
S1P4 ag	3.3	-1.9	-2.9	-0.1	0.0	-0.1	1.7	-0.4
Ba/F3 V617F tox	-2	2	-3	1	-5	-3	0	0
NPY Y1 blocker	-2	1	10	.	4	-10	5	6

A few values from above.
entry 45 @ S1P4 antag: -4
entry 46 @ Runt-CBFb FRET: -2
entry 48 @ S1P4 ag: -0.1
entry 44 @ NPY Y1 blocker: 1

Assay outcomes from PubChem.
